Bioassay records deposited in PubChem by several laboratories.
CRFBP-R2 block – blocks CRF-induced signaling of the CRF-BP/CRF-R2 complex; inhibition, % at 11.8 µM; HEK293 CRF-R2/CRF-BP, CRF-induced calcium fluorescence; 0.59% of 350,000 active;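 active means inhibition of the ligand-induced calcium signal above about 50% at the single tested concentration, limit read from the data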
CRFBP-R2 agonist – agonists of human CRF-binding protein/CRF-R2 receptor complex | HEK293 CRF-R2/CRF-BP, calcium dye fluorescence (FLIPR); percent of saturating CRF peptide response | activation, % at 13.2 µM | 0.46% of 350,000 active | AID 588473;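 active means activation of at least 50%, plus an integration ratio under a set limit after plate pattern correction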;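 further: plate controls were neutral control wells without compound for no effect and CRF at EC100 for full effect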
GalR3 antagonist – human GalR3 antagonism; AID 651719; 0.44% of 360,000 active; HEK293 GalR3-CNG cAMP membrane potential fluorescence; galR3 body fused to GalR1 C-terminus; inhibition, % at 3 µM;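 active means inhibition above the screen-wide average plus 3 SD, cut at about 13% in these data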;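 further: forskolin and galanin both at EC90 stimulate the cells; cAMP rise reported by CNG channel membrane potential dye signal; 0% = forskolin plus galanin with DMSO and 100% = forskolin alone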
Target sequence (O60755 1-299 limits assumed): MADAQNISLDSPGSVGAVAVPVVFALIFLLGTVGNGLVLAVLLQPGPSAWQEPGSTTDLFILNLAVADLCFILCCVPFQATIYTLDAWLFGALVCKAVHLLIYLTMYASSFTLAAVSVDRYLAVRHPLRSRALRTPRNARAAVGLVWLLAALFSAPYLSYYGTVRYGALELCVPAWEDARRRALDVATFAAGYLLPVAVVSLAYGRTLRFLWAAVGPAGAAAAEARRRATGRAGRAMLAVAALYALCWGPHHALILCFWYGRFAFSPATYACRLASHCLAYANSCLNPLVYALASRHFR
* = called active by the depositor. An excerpt; rates above refer to the full screens.

smiles,GalR3 antagonist,CRFBP-R2 agonist,CRFBP-R2 block
O=C(COC(=O)c1ccc([N+](=O)[O-])cc1)Nc1ccccc1C(=O)NC1CC1,-7,0.2,4
O=c1c2ccccc2nc2sc(Nc3cccc(Cl)c3)nn12,-9,1.7,-10
CCN(CC(=O)NCc1ccc(F)cc1)C(=O)COc1ccccc1[N+](=O)[O-],-4,-0.9,11
CC(=O)OCC1OC(n2c(S)c(C#N)c(-c3ccccc3)c(C#N)c2=O)C(OC(C)=O)C(OC(C)=O)C1OC(C)=O (centres undefined),57*,1.7,-7
Nc1nnc(SCC(=O)Nc2cccc(S(=O)(=O)N3CCCCC3)c2)s1,-4,-0.4,2
O=C(COC(=O)c1ccccc1NCCO)NCC1CCCCC1,-2,-0.3,-10
O=C(c1cccc(S(=O)(=O)NCc2ccccc2)c1)N1CCCCC1,-1,-0.4,-6
COC(=O)[C@H]1C[C@@]2(O)CN(S(=O)(=O)c3ccc(C)cc3)C[C@@]2(OC(=O)NCc2ccc(OC)c(OC)c2)C[C@H]1C(=O)OC,-5,-0.4,6
COc1ccccc1NC(=O)Nc1nc(CC(=O)Nc2ccc(OC)c(OC)c2)cs1,-5,-1.3,-12
COc1ccc(C(=O)O)cc1S(=O)(=O)NC1CCN(Cc2ccccc2)CC1,-4,0.2,3
NC(=O)C1CC(=O)N(c2ccc(OCc3ccc(Cl)c(Cl)c3)cc2)C1 (centres undefined),-7,-1.2,18
CCOc1cc(N2CCOCC2)c(OCC)cc1NC(=O)CSc1ccccc1C(=O)O,-4,-2.2,2
O=C1C=C(C2OC(CO)C(O)C2O)C(=O)N1 (centres undefined),-4,-0.2,6
CCOC(=O)c1ccc2c(c1)nc(SC(C)C(=O)NCC1CCCO1)n2CC (centres undefined),-4,-2.1,25
CCc1cccc(NC(=O)COC(=O)/C=C/c2cccs2)c1,3,-0.9,10
Cc1csc(CNc2ncnc3ccc(-c4cccnc4)cc23)c1,-2,-0.6,-6
CCOC(=O)Nc1ccc2c(c1)C(=NNC(N)=S)c1ccccc1-2,-3,-2.3,-7
CCN(C[C@H]1N[C@@](Cc2ccccc2)(C(=O)OC)[C@H]2C(=O)N(C)C(=O)[C@@H]12)S(=O)(=O)c1ccc(OC)cc1,-10,0.5,8
O=C(Nc1ccccc1)c1nc[nH]c1C(=O)N1CCN(c2ccccc2)CC1,-2,-0.7,24
O=C(OCC(=O)N1CCCC1=O)c1cc(S(=O)(=O)N2CCOCC2)ccc1Cl,-5,1.1,7
Cc1ccc(NC(=O)[C@@H]2CCCN2C(=O)c2cccs2)cc1S(=O)(=O)N1CCCCC1,5,1.3,1
COc1cc(OC)cc(C(=O)NCCc2ccc(OC)c(OC)c2)c1,-4,-1.7,-2
O=C(COc1ccc(S(=O)(=O)N2CCCC2)cc1[N+](=O)[O-])N1CCCC1,-2,2.8,-17
NC(CSC1(c2ccc(F)cc2)c2ccccc2-c2ccccc21)C(=O)O (centres undefined),-5,1.8,-10
CC(C)c1cccc(C2=CC(=O)C[C@H](c3ccc(F)cc3)C2)c1,-4,2.1,1

5 entries picked at random from the list so far, as already listed:
smiles,GalR3 antagonist,CRFBP-R2 agonist,CRFBP-R2 block
NC(CSC1(c2ccc(F)cc2)c2ccccc2-c2ccccc21)C(=O)O (centres undefined),-5,1.8,-10
O=C(COc1ccc(S(=O)(=O)N2CCCC2)cc1[N+](=O)[O-])N1CCCC1,-2,2.8,-17
CCN(C[C@H]1N[C@@](Cc2ccccc2)(C(=O)OC)[C@H]2C(=O)N(C)C(=O)[C@@H]12)S(=O)(=O)c1ccc(OC)cc1,-10,0.5,8
O=C(COC(=O)c1ccc([N+](=O)[O-])cc1)Nc1ccccc1C(=O)NC1CC1,-7,0.2,4
O=C(Nc1ccccc1)c1nc[nH]c1C(=O)N1CCN(c2ccccc2)CC1,-2,-0.7,24

(list continues)
smiles,GalR3 antagonist,CRFBP-R2 agonist,CRFBP-R2 block
O=C(CNC(=O)c1ccccc1F)Nc1ccc2c(c1)CCC2,-5,1.3,-9
CCN1C(=O)[C@H]2[C@@H](c3ccc(-c4ccc(F)cc4)c(OC)c3)N3CCC[C@@]3(C(=O)OC)[C@H]2C1=O,1,-0.1,1
O=Cc1ccc(C(=O)O)cc1,2,-0.4,16
CC[C@]1(C(=O)OC)[C@H]2C(=O)N(Cc3ccccc3)C(=O)[C@H]2[C@H]2CN=C(SCc3ccc(C)cc3)N21,-5,-3.2,-7
CC1(C)NC(=O)N(CC(=O)OCC(=O)N2CCN(S(=O)(=O)c3ccccc3)CC2)C1=O,-5,0.8,4
Cc1ccc(NC(=O)COC(=O)Cc2c[nH]c3ccccc23)cc1C,0,-0.4,5
CC(C)(C)c1ccc(S(=O)(=O)N2CCN(CC(O)COCC3CCCO3)CC2)cc1 (centres undefined),-3,-0.4,27
C[C@@H]1CCCCO[C@H](CN(C)S(=O)(=O)c2cn(C)cn2)[C@H](C)CN([C@@H](C)CO)C(=O)c2cc(NC(=O)c3ccccc3)ccc2O1,-4,-0.9,-5
C[C@H]1CN(c2ccccc2)C(=O)[C@@H]1CC(=O)Nc1ccc(Br)cc1,-7,-0.6,-6
CCN(C(=O)COC(=O)c1ccccc1O)c1cccc2ccccc12,-10,-0.3,9
Nc1nc(SCc2ccccc2Cl)c2ncn(C3OC(CO)C(O)C3O)c2n1 (centres undefined),-3,4.6,48
CCOC(=O)/C=C1\SC(C)C(=O)N1CC(=O)N(CCC#N)c1ccccc1 (centres undefined),-4,-1.0,1
COc1ccc(CCNC(=S)N2CCN(S(=O)(=O)c3ccc(F)cc3)CC2)cc1,1,0.1,1
Cc1ccc(CNC(=O)COC(=O)c2cccnc2Cl)cc1,-3,-5.1,-10
O=C(CN1CCCCC1)N/N=C/c1cccc(C(F)(F)F)c1,1,-0.8,-2
O=C(O)c1cccc(S(=O)(=O)N2CC=C(c3ccccc3)CC2)c1,-2,-0.5,2
O=C(COC(=O)/C=C/c1ccc(OC(F)F)cc1)Nc1ccc(N2CCOCC2)cc1,-4,-0.7,1
COc1ccc(C2c3c(oc4ccccc4c3=O)C(=O)N2CCN2CCOCC2)cc1OC (centres undefined),-4,0.7,-8
Cc1ccnc(SCC(=O)Nc2cccc(S(=O)(=O)N3CCOCC3)c2)n1,-5,4.8,13
O=C(COc1ccc(Cl)cc1)Nc1cccc(-c2ccc(N3CCOCC3)nn2)c1,-6,-0.1,1
CCN1C[C@@H]2[C@@H]3C(=O)N(Cc4ccccc4)C(=O)[C@@H]3[C@](C)(C1=O)N2C(=O)c1ccc(F)cc1,-6,-0.2,5
COc1cc(NC(=O)CCC(=O)N2CCN(S(=O)(=O)c3ccc(C)cc3)CC2)cc(OC)c1,-3,-2.6,-3
Cc1nn(-c2ccccc2)c(Cl)c1/C=C(/CC(=O)O)c1nc2ccccc2s1,-6,0.8,2
O=[N+]([O-])c1ccccc1S(=O)(=O)Nc1cccc(S(=O)(=O)N2CCCC2)c1,-6,-1.6,2
CCNCC(=O)Nc1c(C)cccc1C,-4,-1.7,-14

Taken from above:
Entry for C[C@@H]1CCCCO[C@H](CN(C)S(=O)(=O)c2cn(C)cn2)[C@H](C)CN([C@@H](C)CO)C(=O)c2cc(NC(=O)c3ccccc3)ccc2O1 under GalR3 antagonist: -4
Entry for COc1cc(NC(=O)CCC(=O)N2CCN(S(=O)(=O)c3ccc(C)cc3)CC2)cc(OC)c1 under CRFBP-R2 agonist: -2.6

(further entries)
smiles,GalR3 antagonist,CRFBP-R2 agonist,CRFBP-R2 block
O=C(Nc1nc2cc3c(cc2s1)OCCO3)C1CCCCC1,3,-0.5,-33
CCc1ccc(N2CC(C(=O)NNC(=O)c3ccc(F)cc3)CC2=O)cc1 (centres undefined),-5,1.9,-7
CC1CCN(C(=O)Cn2cc(C(F)(F)F)ccc2=O)c2ccccc2S1 (centres undefined),-2,0.6,2
CC(OC(=O)C1COc2ccccc2O1)C(=O)c1ccccc1 (centres undefined),-6,0.4,-22
COc1ccc(CCNC(=O)c2ccccc2C(=O)NCCc2ccc(OC)c(OC)c2)cc1OC,-5,0.1,1
CCN(CC(=O)Nc1ccccc1OC)C(=O)c1ccc2[nH]c3c(c2c1)CC(C)CC3 (centres undefined),-7,-1.0,-1
CN(C(=O)c1ccccc1C(=O)OCC(=O)c1ccc(Br)cc1)c1ccccc1,-3,-0.2,-11
COc1cc(OC)cc(C(=O)Nc2ccc(S(=O)(=O)Nc3cnc4ccccc4n3)cc2)c1,-2,-0.2,65*
CCCOc1ccc(C2C(C(=O)c3ccco3)=C(O)C(=O)N2CCCn2ccnc2)cc1OC (centres undefined),-6,0.8,-20
CC(C)Cc1nnc(NC(=O)C2CSC3(C)CCC(=O)N23)s1 (centres undefined),4,-0.5,0
COc1cc(Cl)c(C)cc1NCC(=O)Nc1cccc(S(=O)(=O)N2CCCC2)c1,0,-0.3,-3
CC(=O)NS(=O)(=O)c1ccc(NC(=O)c2ccc(NC(=O)c3cccs3)cc2)cc1,7,1.2,-17
O=C(Cn1ccc(NC(=O)OCc2ccccc2)nc1=O)NCCc1c[nH]c2ccccc12,-3,0.5,-4
Fc1ccc(CCN2CCN=C2Nc2ccccc2)cc1,-5,20,0
CC1(C)CC2CC(C)(CN2C(=O)COC(=O)c2cccc([N+](=O)[O-])c2)C1 (centres undefined),-6,2.7,9
O=C(Nc1ncccc1O)c1ccc(Cl)c(S(=O)(=O)N2CCCCCC2)c1,-3,-1.6,-13
CC1CC=C(O)C12OCC(C)(C)CO2 (centres undefined),-7,2.8,-4
COc1cccc(NC(=O)COC(=O)C2=NN(c3ccccc3)C(=O)CC2)c1,-2,-2.0,-11
CC1=NC(C)(C)CC2CCC(O)C12 (centres undefined),-5,-2.5,11
Cc1cccc(NC(=O)c2ccc(NC(=O)CC3SC(N4CCCC4)=NC3=O)cc2)n1 (centres undefined),-1,0.8,23
O=C1CN(C(=O)COc2ccc([N+](=O)[O-])cc2Cl)c2ccccc2N1,3,1.2,1
Cc1ccc(OCCC(=O)Nc2ccc3c(c2)OCO3)cc1,-6,-3.0,1
O=C(C1CC(=O)N(c2ccccc2F)C1)N1CCOCC1 (centres undefined),-8,-0.6,12
CC(=O)c1ccc(NC(=O)c2ccc(N3CCCC3=O)cc2)cc1,-3,-1.1,9
O=C(NCCS(=O)(=O)NC1CCCC1)c1ccccc1,0,-1.4,3
COc1ccc(NS(=O)(=O)c2cccc(C(=O)NCCc3ccc(S(N)(=O)=O)cc3)c2)cc1,-4,-1.6,-2
O=C(O)c1ccn(CSc2cc(Cl)ccc2Cl)n1,-3,0.0,3
CCOc1ccc(S(=O)(=O)NCC(=O)NC2CCCCC2)cc1,-1,-1.2,-1
COc1ccc(/C=N/NC(=O)c2nnn(-c3nonc3N)c2C)cc1OC,-3,-1.1,3
Cc1ccc(NC(=O)Cc2nc(-c3c[nH]c(C(=O)N4CCCC4)c3)cs2)c(C)c1,-1,-0.2,13
CCOc1ccc(CCNC(=O)C2CC(=O)N(c3ccc4c(c3)OCCO4)C2)cc1OCC (centres undefined),1,-1.0,1
O=C1C2C3CCC(O3)C2C(=O)N1c1nccs1 (centres undefined),-5,1.5,-11
CCCNC(=O)c1onc(CSc2ccc(F)cc2)c1C(=O)NCC1CC1,-6,-2.4,1
Cn1nnnc1SCC(=O)Nc1ccc(Br)cc1Br,-6,-4.5,37
CC(Oc1ccc(Br)cc1)C(=O)Nc1cc(S(=O)(=O)N2CCOCC2)ccc1N1CCCC1 (centres undefined),-4,-0.6,7
N#Cc1ccc(C(=O)OCC(=O)NC(=O)NC2CCCCC2)cc1,-6,-3.6,2
CCN(CC)C(=O)C1=C(C)N(CCCN2CCCC2=O)C(=O)C(CC(=O)NC2CCCC2)C1 (centres undefined),-4,-2.5,4
CCOC(=O)[C@H]1[C@H]2COc3ccc(OC)cc3[C@@H]2N2C(=O)CN(CCc3c[nH]c4ccccc34)C(=O)[C@@]12C,-4,-1.0,-9
O=C(COC(=O)[C@@H]1CCCN1C(=O)c1cccs1)Nc1cccc(Cl)c1,2,-2.0,2
O=C(CCNC(=O)c1ccc([N+](=O)[O-])cc1)Nc1ccccc1N1CCCCC1,-3,0.3,-2
Cn1c(N)c(C(=O)COC(=O)Cc2ccc(Cl)c(Cl)c2)c(=O)n(C)c1=O,-6,0.7,-1
CCSc1ccc([C@@H]2[C@@H]3C(=O)N(CC)C(=O)[C@@H]3[C@]3(C(=O)OC)CCCCN23)cc1OC,-4,-1.2,-12
O=C(COC(=O)/C=C/c1ccccc1)NCCNC(=O)COC(=O)/C=C/c1ccccc1,-3,1.3,-1
